GPR151 activ = activators of human GPR151, primary screen, cell-based, PathHunter beta-arrestin, luminescence. G-protein coupled receptor 151 (Homo sapiens), Q8TDV0. PathHunter beta-arrestin GPR151 cells. activation, % at 11.2 µM. 1% of 650,000 active; in the data active means activation above about 4.9%;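 further: 0% = median of compound wells and 100% = cells with positive control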
TEAD-YAP block = TEAD-YAP interaction inhibition, primary screen, TEAD-YAP interaction inhibitor project, luminescence, HEK-TIYL cells; inhibition, % at 9.12 µM; 1.4% of 640,000 active; AID 1259422, 2018; TEAD-Gal4/YAP UAS-luciferase luminescence; in the data active means inhibition above about 32%;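 further: 0% = median of test compound wells and 100% = reference inhibitor wells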
MITF inh = MITF inhibitors, primary screen, biochemical, AlphaScreen, human. inhibition, % at 2.6 µM. 0.91% of 650,000 active. AlphaScreen MITF homodimerization, bead proximity signal. Microphthalmia-associated transcription factor (Homo sapiens), O75030; in the data active means inhibition above about 50%;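 further: 0% = vehicle wells with protein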
FBW7 activator = FBW7 E3 ligase activators, primary screen, biochemical, AlphaScreen, human. F-box/WD repeat-containing protein 7 (Homo sapiens), Q969H0. AlphaScreen FBW7–phospho-cyclin E peptide binding, activator screen. normalized activity (activation), % at 26.1 µM. 0.13% of 650,000 active. AID 1259310, 2017; in the data active means normalized activity above about 1.9%;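 further: purified mutant Fbw7 with reduced substrate affinity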
Target sequence (Q969H0 whole entry, looked up): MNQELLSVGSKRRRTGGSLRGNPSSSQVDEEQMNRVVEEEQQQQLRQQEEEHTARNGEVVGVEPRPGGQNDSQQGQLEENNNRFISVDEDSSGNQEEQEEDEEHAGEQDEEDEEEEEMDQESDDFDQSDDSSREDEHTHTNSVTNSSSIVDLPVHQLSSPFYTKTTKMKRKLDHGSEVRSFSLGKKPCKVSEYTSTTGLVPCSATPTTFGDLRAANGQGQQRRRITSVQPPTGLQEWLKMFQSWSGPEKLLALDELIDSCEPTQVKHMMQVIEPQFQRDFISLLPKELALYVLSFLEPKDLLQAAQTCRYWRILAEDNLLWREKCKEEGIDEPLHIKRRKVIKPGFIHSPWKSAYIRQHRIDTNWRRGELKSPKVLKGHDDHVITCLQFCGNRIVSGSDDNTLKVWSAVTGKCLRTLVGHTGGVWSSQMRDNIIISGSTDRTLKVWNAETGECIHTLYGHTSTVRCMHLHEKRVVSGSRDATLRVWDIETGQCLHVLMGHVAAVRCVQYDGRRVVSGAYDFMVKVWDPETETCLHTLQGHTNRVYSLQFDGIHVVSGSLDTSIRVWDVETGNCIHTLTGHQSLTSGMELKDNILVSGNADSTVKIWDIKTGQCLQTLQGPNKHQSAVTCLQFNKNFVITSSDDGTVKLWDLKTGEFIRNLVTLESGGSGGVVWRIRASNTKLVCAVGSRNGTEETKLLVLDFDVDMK
An asterisk follows results filed as active. Compounds were not picked by outcome; any-hit rate near 3.4%.

1. CCSc1nnc(-c2cccc(S(=O)(=O)N3CCCCC3)c2)o1
2. Cc1cc(C)cc(N2C(=O)CC(n3ccnc3)C2=O)c1 (stereo not given)
3. COC(=O)c1cc(C(=O)OCC(=O)NC2CCS(=O)(=O)C2)cc([N+](=O)[O-])c1 (stereo not given)
4. CC1CCN(S(=O)(=O)c2ccc(NC(=O)CCn3c(=O)oc4ccccc43)cc2)CC1
5. COc1cc(C(=O)OCc2nc3ccc(Cl)cc3n2CCO)c([N+](=O)[O-])cc1OC
6. COC(=O)c1ccc(NC(=O)N2CCOc3ccccc32)cc1
7. Cc1cc(NCCc2ccc(O)cc2)nc(-c2ccc(C(=O)NC3CC3)cc2)n1
8. COC(=O)c1nonc1NCn1nnc2ccccc21
9. N#CC1=C(N)N(c2ccccc2)C2=C(C(=O)CCC2)C1c1ccsc1 (stereo not given)
10. O=C(Nc1sc2c(c1C(=O)Nc1ccc(Br)cc1)CCCC2)c1ccccc1Cl
assay / compound | 1 | 2 | 3 | 4 | 5 | 6 | 7 | 8 | 9 | 10
GPR151 activ | 0.1 | -0.8 | 0.7 | 2.1 | 1.1 | -1.0 | 1.5 | -1.4 | 1.2 | 0.5
TEAD-YAP block | 7 | -2 | 0 | -1 | 7 | -11 | -3 | -1 | -3 | 7
MITF inh | -5 | 9 | 8 | -7 | 5 | 15 | -5 | 6 | 5 | 1
FBW7 activator | 0.0 | 0.0 | -0.1 | -0.4 | 0.1 | 0.6 | 0.1 | -0.1 | 0.1 | -0.1

11. COc1ccc(C(NC=O)c2ccc(OC)c(OC)c2)cc1 (stereo not given)
12. CC(C)(C)c1ccc(C(=O)Nc2ccc(-c3nc4ccccc4s3)c(O)c2)cc1
13. Cc1ccc2c(c1)-c1c(ssc1=S)C(C)(C)N2C(=O)C1CC1
14. COc1cccc(-c2cc(C(=O)Nc3sc4c(c3C(N)=O)CCC(C(C)(C)C)C4)c3ccccc3n2)c1 (stereo not given)
15. CCOC(=O)COc1ccc(S(=O)(=O)Nc2ccc(C(=O)OC)cc2)cc1
16. O=C(NC1CCCCCC1)c1ccc(N2CCC3(CC2)OCCO3)c([N+](=O)[O-])c1
17. N#C/C(=C\c1ccc(-c2ccccc2C(=O)O)o1)c1nc2ccccc2[nH]1
18. CN(C(=S)Nc1cccnc1)c1ccc(O)cc1
19. O=S(=O)(Nc1cccc2ccccc12)c1cccs1
20. O=C(/C=C/c1ccc([N+](=O)[O-])s1)N1CCOCC1
assay / compound | 11 | 12 | 13 | 14 | 15 | 16 | 17 | 18 | 19 | 20
GPR151 activ | 1.2 | 0.8 | 0.0 | -1.3 | 0.1 | 0.0 | 3.0 | -1.7 | -0.2 | -2.3
TEAD-YAP block | -1 | -5 | -10 | 2 | 6 | 1 | 0 | -1 | -4 | -5
MITF inh | -11 | 0 | 23 | 5 | 11 | 10 | 13 | 29 | 14 | 20
FBW7 activator | -0.2 | -0.1 | -0.3 | 0.8 | 0.0 | -0.1 | 0.4 | -0.3 | 0.9 | 0.2

Values by screen from the list.
Compounds 11–20 in TEAD-YAP block, in turn: -1, -5, -10, 2, 6, 1, 0, -1, -4, -5

Shown in markdown: part of the list above.
| no. | Molecule | GPR151 activ | TEAD-YAP block | MITF inh | FBW7 activator |
| --- | --- | --- | --- | --- | --- |
| 15 | CCOC(=O)COc1ccc(S(=O)(=O)Nc2ccc(C(=O)OC)cc2)cc1 | 0.1 | 6 | 11 | 0.0 |
| 16 | O=C(NC1CCCCCC1)c1ccc(N2CCC3(CC2)OCCO3)c([N+](=O)[O-])c1 | 0.0 | 1 | 10 | -0.1 |

(next part)
21. O=C(O)c1cc(S(=O)(=O)Nc2cccc(Cl)c2)ccc1O
22. CCOc1cccc(NC(=O)/C(C#N)=C\c2cccc(O)c2)c1
23. c1nc(NCCN2CCOCC2)cc(N2CCN(Cc3ccc4c(c3)OCO4)CC2)n1
24. Cc1nc(NCc2ccoc2)sc1-c1ccn(Cc2ccncc2)n1
25. O=C(NCCN1CCOCC1)c1ccnc(Nc2ccccc2)c1
26. CC(C)OCCCNC(=O)COc1cc(Cl)c(Cl)cc1Cl
27. O=C(CC1SC(=O)NC1=O)Nc1cccc([N+](=O)[O-])c1 (stereo not given)
28. COc1cccc(C(NC(=O)C2CCN(C(=O)Oc3ccccc3)CC2)c2ccccn2)c1 (stereo not given)
29. COc1ccc(C(=O)O)cc1S(=O)(=O)Nc1ccc(Oc2ccccc2)cc1
30. O=C(CN1C2=NCCN2c2ccccc21)c1ccc([N+](=O)[O-])cc1
assay / compound | 21 | 22 | 23 | 24 | 25 | 26 | 27 | 28 | 29 | 30
GPR151 activ | 0.3 | -0.9 | -0.9 | 0.1 | -0.4 | -0.7 | 1.5 | -1.2 | 0.2 | -0.5
TEAD-YAP block | 2 | 0 | -15 | -16 | -5 | 2 | -7 | -6 | 2 | -6
MITF inh | 18 | 17 | 14 | 9 | 9 | 13 | -5 | 24 | 13 | -16
FBW7 activator | 0.4 | -0.1 | 0.4 | 0.0 | 0.3 | -0.1 | -0.2 | 0.2 | 0.2 | -0.1

31. COc1cc(CN2CCC3(CC2)CC3C(=O)Nc2ccc3sc(C)nc3c2)ccc1O (stereo not given)
32. CCCOc1ccc(/C=C/c2nc(O)c([N+](=O)[O-])c(=O)[nH]2)cc1OCC
33. O=c1c2sccc2[nH]c(=S)n1-c1cccc(Cl)c1Cl
34. Cc1ccc(CC(=O)Nc2ccncc2)cc1
35. O=C(N[C@H]1C[C@H]2C(=O)N3CCC[C@@H]3C(=O)N2C1)c1cc(F)c(F)cc1F
36. C=CCn1c(SCC(=O)c2ccc(Br)cc2)nc2sc(CC)cc2c1=O
37. O=C(CCn1c(=O)oc2ccccc21)N1CCc2ccccc21
38. Cc1ccc(C2NC(=S)NC3=C2C(=O)CC(C)(C)C3)cc1 (stereo not given)
39. CCOc1ccc(-c2nc3cc(NC(=O)c4ccc(Cl)cc4)ccc3o2)cc1
40. COc1cc(C=O)cc(I)c1OCC(=O)Nc1cc(C)cc(C)c1
assay / compound | 31 | 32 | 33 | 34 | 35 | 36 | 37 | 38 | 39 | 40
GPR151 activ | -0.6 | -1.0 | 0.6 | 0.7 | 0.6 | 0.6 | -0.4 | -0.1 | 0.6 | -1.7
TEAD-YAP block | -7 | 2 | -5 | 42* | -33 | -9 | -4 | 6 | -3 | 9
MITF inh | -5 | 22 | -6 | 9 | 7 | 4 | 2 | -10 | 13 | 0
FBW7 activator | 0.3 | 0.3 | -0.3 | -0.2 | 1.1 | -0.1 | 0.0 | -0.6 | 0.2 | 0.2

41. COc1ccccc1C1Nc2ccccc2-c2cc(C)nn21 (stereo not given)
42. CN(Cc1ccn[nH]1)C(=O)c1cccc(OC2CCN(S(=O)(=O)N(C)C)CC2)c1
43. NC(=O)COC(=O)[C@@H]1CC(O)CN1S(=O)(=O)c1ccc2c(c1)OCCO2 (stereo not given in full)
44. COCC1CCCN(Cc2ccc3c(c2)CN(C(=O)CN2CCCCC2)CCO3)C1 (stereo not given)
45. Cc1cc(=S)cc(C(F)(F)F)o1
46. COc1ccc(C)cc1N1CC(O)=C(c2nc3ccccc3s2)C1=N
47. COc1cccc(OCCOc2ccc(/C=C3/C(=N)N4N=C(C(F)(F)F)SC4=NC3=O)cc2OC)c1
48. COC(=O)c1ccccc1OC(=O)c1ccc([N+](=O)[O-])cc1
49. CCc1ccc(C2=NC(c3ccc(C(=O)OC)cc3)NC(c3ccccc3O)C2)cc1 (stereo not given)
50. O=C(Oc1cccc(N2C(=O)c3ccccc3C2=O)c1)c1ccc(S(=O)(=O)c2ccccc2)cc1
assay / compound | 41 | 42 | 43 | 44 | 45 | 46 | 47 | 48 | 49 | 50
GPR151 activ | 0.1 | -0.4 | 0.1 | -0.1 | -1.2 | 0.2 | 1.5 | -0.3 | 0.2 | -0.1
TEAD-YAP block | -3 | -2 | -4 | 12 | 2 | 3 | 5 | -4 | -44 | 16
MITF inh | 17 | 14 | -6 | 4 | 0 | 8 | -6 | -7 | 7 | 2
FBW7 activator | 0.3 | 0.2 | -0.1 | -0.1 | -0.3 | 0.0 | 0.0 | -0.3 | -0.1 | 0.1

Molecules listed so far that contain bromine (2):
10. O=C(Nc1sc2c(c1C(=O)Nc1ccc(Br)cc1)CCCC2)c1ccccc1Cl
36. C=CCn1c(SCC(=O)c2ccc(Br)cc2)nc2sc(CC)cc2c1=O
assay / compound | 10 | 36
GPR151 activ | 0.5 | 0.6
TEAD-YAP block | 7 | -9
MITF inh | 1 | 4
FBW7 activator | -0.1 | -0.1

(list continues)
51. Cc1ccc(N=C(C#N)C2=C(O)c3ccccc3C2=O)cc1
52. O=C(NCCOCCONC(=O)Nc1ccccc1Cl)Nc1ccccc1Cl
53. CC12CC(NC(=O)N1Cc1ccccc1)c1cc(Br)ccc1O2 (stereo not given)
54. CCN(CC)C(=O)CSc1nc2cc3c(cc2c(=O)n1CCCCCC(=O)NCc1ccc2c(c1)OCO2)OCO3
55. COC(=O)c1ccc(NC(=O)CN2C(=O)C(=O)c3ccccc32)cc1
56. CCNC(=O)/C(=C/c1cccc([N+](=O)[O-])c1)NC(=O)c1ccc(C)cc1
57. Cn1c(SCC(=O)Nc2ccccc2[N+](=O)[O-])nnc1-c1cc(Cl)ccc1O
58. COc1cc(/C=C2/NC(=O)NC2=O)ccc1OCc1cccc(C(=O)O)c1
59. CC(=O)Nc1ccc(Nc2nc(Nc3ccncc3)nc3c2ncn3C(C)C)cc1
60. CCOC(=O)CSc1nnc(CNc2nc(-c3ccccc3)cs2)n1C
assay / compound | 51 | 52 | 53 | 54 | 55 | 56 | 57 | 58 | 59 | 60
GPR151 activ | -3.8 | 0.1 | -0.5 | -0.5 | 1.1 | 5.9* | -1.7 | -2.5 | -0.4 | 2.7
TEAD-YAP block | -16 | 14 | 8 | -8 | 15 | -2 | 6 | 23 | 7 | -40
MITF inh | -9 | -6 | 18 | 4 | 5 | 3 | -5 | -8 | 0 | -6
FBW7 activator | -0.1 | -0.2 | 0.1 | 0.0 | -0.1 | 0.8 | 0.2 | -0.2 | 0.1 | 0.0

61. CCOC(=O)c1c(-c2ccccc2)csc1NC(=O)C(C)Sc1nnc(C)c(=O)[nH]1 (stereo not given)
62. Cc1ccc(NC(=O)CSc2nc3ccc(N)cc3s2)cc1Cl
63. CCCNC(=O)C1CCN(c2ccc(Nc3cccc(N(C)C)c3)nn2)CC1
64. Cc1cc(Nc2ccc(Br)cc2)n2c(nc3ccccc32)c1C#N
65. CN(C)/C=N/c1sc2c(c1C#N)CCCC2
66. Cn1ncc2c(NCCN3CCOCC3)ncnc21
67. COc1ccc(CC(=O)N2CCc3nnc(CNC(=O)c4ccncc4)n3CC2)cc1
68. CCN(CC)CCCNC(=O)c1nn2c(c1Cl)NC(c1ccc(Cl)cc1)CC2C(F)(F)F (stereo not given)
69. CC1=C(C(=O)OCCc2ccccc2)C(c2ccccc2Cl)C2=C(CCCC2=O)N1 (stereo not given)
70. CN(C)C(=O)c1ccc(-c2nnc(OCc3nc4ccccc4n3C)c3ccccc23)cc1
assay / compound | 61 | 62 | 63 | 64 | 65 | 66 | 67 | 68 | 69 | 70
GPR151 activ | 0.0 | -1.0 | -1.1 | 2.7 | 0.0 | 0.1 | -0.5 | 0.5 | 0.1 | 1.9
TEAD-YAP block | 16 | -41 | -9 | -3 | -17 | 1 | 12 | 10 | -5 | -12
MITF inh | -3 | -16 | -3 | 7 | 4 | 11 | -10 | -4 | 4 | -7
FBW7 activator | 0.0 | 0.0 | 0.0 | 0.0 | -0.2 | 0.1 | -0.2 | -0.1 | 0.4 | -0.1

71. CCN(CC)C(=O)C1Sc2nnc(-c3ccccc3)n2NC1c1ccccc1 (stereo not given)
72. CCC1=CC(C)(CC)N(Cc2ccc([N+](=O)[O-])cc2)c2ccc(C)cc21 (stereo not given)
73. CCC(Oc1ccc(C(C)(C)CC)c(C)c1)C(=O)O (stereo not given)
74. O=S(=O)(CCc1nc2ccccc2[nH]1)c1ccc(Cl)cc1
75. Fc1ccccc1-c1cc(Nc2ccncc2)nc(-c2cccnc2)n1
76. CC1=C(C(=O)Nc2ccccc2)C(c2cccs2)C(C#N)=C(SCC(N)=O)N1 (stereo not given)
77. NC(=O)c1oc2ccccc2c1NC(=O)C1COc2ccccc2O1 (stereo not given)
78. CCOC(=O)c1sc(NC(=O)CSc2nnc(CNC(=O)c3cccc(C)c3)n2-c2ccc(OCC)cc2)c(C(=O)OCC)c1C
79. CC(Oc1ccc(/C=c2\sc3nc4ccccc4n3c2=O)cc1)C(=O)O (stereo not given)
80. COc1ccccc1NC(=O)Cn1cnc2sc(C(=O)NC3CCCCC3)c(C)c2c1=O
assay / compound | 71 | 72 | 73 | 74 | 75 | 76 | 77 | 78 | 79 | 80
GPR151 activ | -0.6 | 1.2 | 0.0 | 1.9 | 1.4 | 0.0 | 0.7 | -0.2 | 0.6 | 0.9
TEAD-YAP block | 2 | 5 | 19 | 0 | 19 | -4 | -4 | 9 | 9 | 7
MITF inh | -8 | -4 | 0 | 7 | 4 | -5 | -5 | -13 | -4 | -2
FBW7 activator | 0.3 | -0.1 | 0.3 | -0.1 | 0.5 | -0.2 | -0.1 | -0.1 | 0.0 | 0.0

Bioassay records as filed in PubChem BioAssay.
